High-throughput results as filed in PubChem BioAssay.
LMNA splice mod = LMNA splicing modulation | Potency, µM (top dose mostly 46.1 µM), for inactives: top-dose ratio change, negative = inhibition, usual class: inhibitors | 200,000 tested, 0.01% active | AID 1487 | HeLa LMNA splicing GFP/RFP minigene ratio, 48 h; active = well fitted inhibition curve with a large enough effect in the signal ratio, with a control signal flat, not every such curve was filed as active; inconclusive = small, poorly fitted or top-dose-only effect, or effect the other way, or a change in a side signal; the % refers to the signal ratio
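Read-out is the ratio of GFP to DsRed2 object intensity, acquired by 488 nm laser-scanning cytometry on HeLa lamin A-EGFP minigene reporter cells. Compound incubation 48 hrs at 37 °C in Opti-MEM with 2% FBS; DMSO 0.5% final.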
Tau fibril ThT = inhibitors of human tau fibril formation, thioflavin T binding; P10636; recombinant tau K18 P301L (four-repeat tau fragment), heparin-induced fibrillization, ThT fluorescence; Potency, µM (series often up to 57.4 µM), for the others: at the top dose activity, negative = inhibition, hits mostly inhibitors; 270,000 tested, 2.1% active; active = well fitted inhibition curve with a large enough effect; inconclusive = small, poorly fitted or top-dose-only effect; also: nearly all actives have a fitted effect of over 55% in size
Target sequence (P10636 561-689 P618L limits assumed): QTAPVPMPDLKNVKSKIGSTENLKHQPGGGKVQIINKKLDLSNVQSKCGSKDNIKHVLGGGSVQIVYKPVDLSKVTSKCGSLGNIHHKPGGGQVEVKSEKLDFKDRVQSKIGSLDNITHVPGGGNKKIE
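Aggregation was driven by heparin (20 uM final) acting on recombinant tau […] bearing P301L in 100 mM sodium acetate pH 7; fibrils were detected with Thioflavin T.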
Active calls of the source: *; u = inconclusive; [ ] = dose if it differs, or a comment. % is scaled to controls: 0 for no effect and ±100 for the full control effect; potency is read from the fitted curve at half-maximal effect. Only part of the results is shown; count on the stated rates, not on these rows.

#	structure	LMNA splice mod	Tau fibril ThT
1	CC(=O)c1cccc(NS(=O)(=O)c2cc(-c3cnc(C4CC4)o3)ccc2C)c1	u	-8%
2	CCOc1ccc(CNC(=O)c2ccccc2NC(=O)c2nsc3ccccc23)cc1	u	6%
3	CCOC(=O)Cn1c(=O)n(CC2CCCO2)c2nc(-c3ccccc3F)nc(C(N)=O)c21 (stereo not drawn)	3%[46 µM]	6%
4	CCc1ccccc1NC(=O)CSc1nnc2ccc3ccccc3n12	-4%[46 µM]	-5%
5	CC(C)CCNC(=O)CCCn1c(=O)c2cccn2c2ccccc21	-10%[46 µM]	u
6	COc1cc(OC)c(NC(=O)C2CCCN(c3ncnc4c3nc3n4CCCCC3)C2)cc1Cl (stereo not drawn)	u	u
7	Cc1oc2ncn(C)c(=O)c2c1C(=O)NCCCN1CCCC(C)C1 (stereo not drawn)	8%[46 µM]	0%
8	O=C(Nc1ccccc1)C(Cc1ccccc1)N1Cc2ccccc2C1=O (stereo not drawn)	3%[46 µM]	3%
9	CC(=O)N1c2ccc(S(=O)(=O)N3CCCCCC3)cc2CC1C(=O)NCc1cccc(C)c1 (stereo not drawn)	5%[46 µM]	9%
10	Cc1ccc(C)c(Cn2c(=O)c3c(nc4n3CCN4c3ccc(F)cc3)n(C)c2=O)c1	-12%[46 µM]	-11%

Full records from above. Screens in order: LMNA splice mod	Tau fibril ThT
O=C(Nc1ccccc1)C(Cc1ccccc1)N1Cc2ccccc2C1=O (stereo not drawn) in the list: 3%[46 µM]	3%
CC(=O)c1cccc(NS(=O)(=O)c2cc(-c3cnc(C4CC4)o3)ccc2C)c1 in the list: u	-8%
Cc1oc2ncn(C)c(=O)c2c1C(=O)NCCCN1CCCC(C)C1 (stereo not drawn) in the list: 8%[46 µM]	0%

New compounds follow.
#	structure	LMNA splice mod	Tau fibril ThT
11	CSc1ccc(CCNC(=O)c2cc(C)nc3c2c(C)nn3-c2ccccc2)cc1	-6%[46 µM]	-2%
12	NS(=O)(=O)c1ccc(CCNC(=O)C2CCN(c3ncnc4c3nc3n4CCCCC3)CC2)cc1	8%[46 µM]	2%
13	Cc1cccc(C)c1NC(=O)CN1C(=O)CCSc2ccc(S(=O)(=O)N3CCCC3)cc21	-3%[46 µM]	-1%
14	CCc1cnc2c(c1SCC(=O)N1CCCCC1)c(=O)n(C)c(=O)n2C	5%[46 µM]	-2%
15	CC(C)Oc1ccc(C(=O)NCCc2csc(-c3cccc(F)c3)n2)cc1	-10%[46 µM]	u
16	COc1ccccc1C(=O)Nc1ccccc1C(=O)OCc1cc(=O)n2c(C)csc2n1	11%[46 µM]	-3%
17	CNC(=O)C1CCC(Cn2c(=O)c3sccc3n(CC(=O)NCc3ccc(C)cc3)c2=O)CC1 (stereo not drawn)	18%[46 µM]	14%
18	CCOc1ccc(CCNC(=O)CCn2c(=O)c3cccn3c3ccc(F)cc32)cc1	-6%[46 µM]	0%
19	CCCOc1cccc(C(=O)Nc2cccc(-c3nc4ncccc4o3)c2C)c1	13%[46 µM]	u
20	CCc1ccccc1NC(=O)c1sc(-n2nc(C)c(Cc3ccc4c(c3)OCO4)c2C)nc1C	17%[46 µM]	-4%
21	Cc1ccc(CSC2=NC(C)(C)Nc3ccccc32)c(C)c1	u	u
22	COc1cccc(C(=O)Nc2ccc3nc(SCC(=O)N4CCOCC4)sc3c2)c1	u	-8%
23	COc1ccc(-n2cc(C(=O)Nc3ccccc3C#N)c3ccccc3c2=O)cc1	u	-4%
24	CCC(C)NC(=O)c1ccc2c(c1)N(Cc1ccccc1)C(=O)c1ccccc1S2 (stereo not drawn)	-11%[46 µM]	-1%
25	Cc1cc(Cl)ccc1OCC(=O)N1CCC(c2nc3ccccc3o2)CC1	9%[46 µM]	-13%
26	COc1cccc(CSc2nc3n(n2)C(CC(C)C)C(C(=O)Nc2ccccc2OC)=C(C)N3)c1 (stereo not drawn)	u	7%
27	COc1ccc(N2CCN(S(=O)(=O)CCNC(=O)c3ccc(OC(C)C)cc3)CC2)cc1	-1%[46 µM]	-11%
28	COc1ccc(Nc2nc3ccc(Cl)cc3nc2-n2nc(C)cc2C)cc1	14%[46 µM]	-6%
29	Cc1ccc(CN2CCC(CNc3ncnc4onc(-c5ccc(F)cc5)c34)CC2)cc1	-13%[46 µM]	10%
30	COc1ccc(-c2nc3scc(CCNS(=O)(=O)c4ccc(C)cc4)n3n2)cc1	8%[46 µM]	-4%
31	CC(=O)Nc1nnc(SCc2cc(=O)c3cccc(C)c3[nH]2)s1	-6%[46 µM]	-11%
32	Cc1nn(S(=O)(=O)c2ccc(C(C)C)cc2)c(C)c1S(=O)(=O)N1CCCCC1	4%[46 µM]	4%
33	Cc1ccc(Cl)cc1NC(=O)CCCn1c(=O)c2cccn2c2ccccc21	-9%[46 µM]	u
34	CCOc1ccccc1NC(=O)Cn1ncc2c([nH]c3ccccc32)c1=O	0%[46 µM]	-5%
35	Cc1ccc(C(=O)NCC(c2ccc3c(c2)OCO3)N2CCOCC2)cc1 (stereo not drawn)	-4%[46 µM]	4%
36	CCOC(=O)c1c(S(=O)(=O)N2CCCC(C(=O)Nc3cc(C)ccc3OC)C2)c(C)n(C)c1C (stereo not drawn)	7%[46 µM]	6%
37	Cc1cc(C)n(C(C)CC(=O)Nc2ccc(C)c(N(C)C)c2)n1 (stereo not drawn)	u	-1%
38	Cc1ccc(-n2ncc(C(=O)NCc3cccs3)c2C2CCN(C(=O)OC(C)(C)C)CC2)cc1C	-5%[46 µM]	-18%
39	CC(C)c1nc2ccc(C(=O)NCCCN3CCN(c4ccccc4)CC3)cc2o1	3%[46 µM]	-10%
40	CCOc1ccc(N2CC(NC(=O)/C=C\c3ccc4c(c3)OCO4)CC2=O)cc1 (stereo not drawn)	u	-4%
41	Cc1ccc(CNC(=O)C2CCN(S(=O)(=O)c3ccc4c(c3)CCCN4C(=O)C3CCC3)CC2)cc1	-6%[46 µM]	-10%
42	FC(F)(F)c1ccc(-c2noc(-c3ccccc3Br)n2)cc1	12%[46 µM]	0%
43	CN(C(=O)c1ccc2c(c1)N(Cc1cccc(Cl)c1)C(=O)c1ccccc1S2=O)C1CCCCC1 (stereo not drawn)	u	-15%
44	Cc1nc(SCC(=O)Nc2ccccc2Cl)cc(-c2ccccc2)n1	18%[46 µM]	-9%
45	CN1CC(=O)Nc2cc(C(=O)O)ccc21	u	-16%
46	CCOc1ccc(NC(=O)c2ccc3nc(C(C)C)oc3c2)cc1	-6%[46 µM]	-17%
47	Cc1cc2[nH]c(=O)c(=O)[nH]c2cc1S(=O)(=O)N1CCN(c2ccccc2F)CC1	-7%[46 µM]	0%
48	CC(C)c1ccc(NC(=O)CSC2=Nc3ccccc3C3=NC(CCC(=O)NCc4ccco4)C(=O)N23)cc1 (stereo not drawn)	-3%[46 µM]	19%
49	CCOC(=O)CSc1nc2ccc(NC(=O)c3ccc(C)cc3)cc2s1	6%[46 µM]	-15%
50	COc1ccc(S(=O)(=O)N2CCCCC2)cc1C(=O)NC1CCS(=O)(=O)C1 (stereo not drawn)	4%[46 µM]	-8%
51	Cc1ccc2c(c1)N(CC(=O)NCCCN1CCCCC1C)C(=O)c1cccnc1O2 (stereo not drawn)	-5%[46 µM]	6%
52	COc1ccc(Br)cc1CNC(=O)c1cnc2sc(N3CCCC3)nn2c1=O	-5%[46 µM]	2%
53	CC(C)C(=O)Nc1nnc2n1CCS2	-21%[46 µM]	-14%
54	Cc1cccc(-n2c(SCC(=O)c3ccccc3)nnc2-c2ccc(Br)cc2)c1	u	6%
55	COc1ccc(S(=O)(=O)NCCc2csc3nc(-c4ccc(Cl)cc4)nn23)cc1C	-5%[46 µM]	1%
56	COc1ccc(NC(=O)c2sc3nc[nH]c(=O)c3c2C)cc1	1%[46 µM]	u
57	Cc1nn(C)c2c1c(-c1ccccc1)cc(=O)n2CC(=O)NC(C)(C)C	u	-14%
58	CCOC(=O)c1cc(S(=O)(=O)NCc2ccc(F)cc2)[nH]n1	-2%[46 µM]	5%
59	COc1ccc(CNC(=O)c2ccc(Sc3ccc(Cl)cc3)c(NC(C)=O)c2)c(OC)c1	u	-14%
60	Cc1cccc(N2C(=O)CSC23C(=O)N(Cc2cccc(C(F)(F)F)c2)c2ccccc23)c1 (stereo not drawn)	3%[46 µM]	-7%

Brought forward from above: 3 entries; new compounds follow.
#	structure	LMNA splice mod	Tau fibril ThT
58	CCOC(=O)c1cc(S(=O)(=O)NCc2ccc(F)cc2)[nH]n1	-2%[46 µM]	5%
59	COc1ccc(CNC(=O)c2ccc(Sc3ccc(Cl)cc3)c(NC(C)=O)c2)c(OC)c1	u	-14%
60	Cc1cccc(N2C(=O)CSC23C(=O)N(Cc2cccc(C(F)(F)F)c2)c2ccccc23)c1 (stereo not drawn)	3%[46 µM]	-7%
61	CCn1cc(S(=O)(=O)c2ccccc2)c(=O)c2cc(F)c(N3CCN(c4ccccc4)CC3)cc21	u	8%
62	O=C(CC1N=C2c3ccccc3N=C(SCc3ccccc3F)N2C1=O)NCCc1ccccc1 (stereo not drawn)	-4%[46 µM]	-6%
63	CCNc1oc(-c2ccc(COc3ccc(Cl)cc3)o2)nc1C#N	3%[46 µM]	-4%
64	COC(=O)c1c(NC(=O)c2ccc(S(=O)(=O)N3CCC(C)CC3)cc2)sc2c1CCN(C)C2	u	u
65	COc1ccc(S(=O)(=O)Nc2cccc(-c3ccc(N4CCCCCC4)nn3)c2)cc1F	-11%[46 µM]	6%
66	O=C(NCc1ccco1)c1ccc(Cn2c(SCc3ccccc3)nc3cccnc32)cc1	13%[46 µM]	-16%
67	CCc1ccc(NC(=O)CSC2=Nc3ccccc3C3=NC(CCC(=O)NCc4cccs4)C(=O)N23)cc1 (stereo not drawn)	3%[46 µM]	14%
68	O=C(NC1(C(F)(F)F)C(=O)Nc2c1c(=O)[nH]c(=O)n2CCc1ccccc1)c1ccc(Cl)cc1 (stereo not drawn)	14%[46 µM]	-2%
69	Cc1c(C(=O)Nc2c(F)cccc2F)sc2ncn(Cc3ccccc3F)c(=O)c12	u	-3%
70	CC(CNC(=O)C1CCN(S(=O)(=O)c2ccc3c(ccn3C)c2)CC1)c1ccccc1 (stereo not drawn)	u	3%
71	CC(NC(=O)Cc1ccc(NC(=O)N2CCCCc3ccccc32)cc1)c1ccccc1 (stereo not drawn)	3%[46 µM]	-17%
72	COc1cc(C(=O)OCc2cc(=O)n3nc(C4CCCCC4)sc3n2)cc(OC)c1OC	-22%[46 µM]	-13%
73	COc1ccccc1NC(=O)CSC1=Nc2ccccc2C2=NC(CCC(=O)NCc3cccs3)C(=O)N12 (stereo not drawn)	-6%[46 µM]	-7%
74	O=C(COc1ccc(Cl)cc1)Nc1ccc2nc(SCC(=O)N3CCCC3)sc2c1	15%[46 µM]	u
75	CCCCN(C)S(=O)(=O)c1ccc(C(=O)Nc2ccc(-c3nc4ccc(C)cc4s3)cc2)cc1	8%[46 µM]	12%
76	Cc1cccc(-c2noc(C3CC(=O)N(c4ccc5c(c4)OCCO5)C3)n2)c1 (stereo not drawn)	-3%[46 µM]	-11%
77	Cc1cccc(C(=O)OCc2cc(=O)n3nc(C4CCCCC4)sc3n2)c1	0%[46 µM]	-9%
78	Cn1nccc1C(=O)NCc1ccc2c(c1)CCN2C(=O)c1ccc(Cl)cc1	u	-14%
79	Cc1ccc2nc(-c3ccc(NC(=O)c4ccccc4S(C)(=O)=O)cc3)sc2c1	3%[46 µM]	6%
80	CCOc1ccc(CC(=O)Nc2ccc3c(c2)N(C)C(=O)c2ccccc2S3)cc1OCC	u	-14%
81	CCOc1ccc(-n2c(SCC(=O)N3CCCC3)nc3c([nH]c4ccccc43)c2=O)cc1	-9%[46 µM]	-9%
82	Cn1ccc2cc(S(=O)(=O)N3CCCN(C(=O)Nc4ccc(Br)cc4)CC3)ccc21	-21%[46 µM]	4%
83	CC(=O)N1CCCc2cc(S(=O)(=O)N3CCC(N(C)C(C)C)CC3)ccc21	9%[46 µM]	-4%
84	Cc1cccc(N(C)C(=O)CS(=O)(=O)c2cccc3nsnc23)c1	-4%[46 µM]	0%
85	CCOC(=O)Cn1c(=O)n(CC2CCCO2)c2nc(-c3ccc(OCC)cc3)nc(C(N)=O)c21 (stereo not drawn)	-2%[46 µM]	-7%
86	Cc1c(C(=O)NC(C)c2ccccc2)sc2ncnc(N(C)C3CCCCC3)c12 (stereo not drawn)	14%[46 µM]	-11%
87	O=C(NCc1ccc(F)cc1)c1ccc2oc(=O)n(Cc3ccccc3)c2c1	8%[46 µM]	-9%
88	CCOc1ccc(CNC(=O)Cn2c(=O)c3cccn3c3ccccc32)cc1	5%[46 µM]	u
89	CCN(C(=O)CSc1nc2ccccc2n1CC(=O)N(C)C1CCCCC1)c1ccccc1	15%[46 µM]	-4%
90	COc1cccc(N2CC(NC(=O)c3ccc(S(=O)(=O)N4CCCCC4)cc3)CC2=O)c1 (stereo not drawn)	3%[46 µM]	-2%
91	Cc1ccc(C)c(CN2C(=O)C(=O)c3ccccc32)c1	-11%[46 µM]	-16%
92	COc1cccc(NS(=O)(=O)c2ccc3[nH]c4c(c3c2)CCCCCC4)c1	u	-4%
